# Wnt bcat act: Wnt/beta-catenin pathway activation; activation, % at 9.35 µM; Wnt/beta-catenin reporter cell assay, activator, plate reader; AID 743398; hit rate 1.2% among 300,000; in the data active = activation above about 30%, passing the limit was not always enough;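 note: 0% = neutral control wells and 100% = positive control wells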
# V-ATPase pHluor: yeast V-ATPase proton transport regulation by pHLuorin; hit rate 0.37% among 350,000; AID 504577; response, % at 10 µM; S. cerevisiae, pHLuorin cytosolic pH fluorescence; in the data active = response mostly above about 7.3%, no sharp cut-off; inactive = mostly below about 5.4%; note: actives read high; inactives centre near 0; some compounds called inactive have numbers as strong as hits; reference of the scale not given here
# Pemphigus Ab inh: inhibitors of pemphigus antibody binding to human desmoglein-3; P32926; DSG3-coupled beads, scFv-anti-DSG3-GFP binding, flow cytometry; hits give low values; binding (percent of control), % at 10 µM; hit rate 0.48% among 310,000; AID 588358;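 active = binding more than 3 SD below its plate's average and above zero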;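 note: hits lower antibody fragment binding to DSG3; some compounds called inactive have numbers as strong as hits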
# Target sequence (P32926 whole entry, looked up, the tested form may be a part): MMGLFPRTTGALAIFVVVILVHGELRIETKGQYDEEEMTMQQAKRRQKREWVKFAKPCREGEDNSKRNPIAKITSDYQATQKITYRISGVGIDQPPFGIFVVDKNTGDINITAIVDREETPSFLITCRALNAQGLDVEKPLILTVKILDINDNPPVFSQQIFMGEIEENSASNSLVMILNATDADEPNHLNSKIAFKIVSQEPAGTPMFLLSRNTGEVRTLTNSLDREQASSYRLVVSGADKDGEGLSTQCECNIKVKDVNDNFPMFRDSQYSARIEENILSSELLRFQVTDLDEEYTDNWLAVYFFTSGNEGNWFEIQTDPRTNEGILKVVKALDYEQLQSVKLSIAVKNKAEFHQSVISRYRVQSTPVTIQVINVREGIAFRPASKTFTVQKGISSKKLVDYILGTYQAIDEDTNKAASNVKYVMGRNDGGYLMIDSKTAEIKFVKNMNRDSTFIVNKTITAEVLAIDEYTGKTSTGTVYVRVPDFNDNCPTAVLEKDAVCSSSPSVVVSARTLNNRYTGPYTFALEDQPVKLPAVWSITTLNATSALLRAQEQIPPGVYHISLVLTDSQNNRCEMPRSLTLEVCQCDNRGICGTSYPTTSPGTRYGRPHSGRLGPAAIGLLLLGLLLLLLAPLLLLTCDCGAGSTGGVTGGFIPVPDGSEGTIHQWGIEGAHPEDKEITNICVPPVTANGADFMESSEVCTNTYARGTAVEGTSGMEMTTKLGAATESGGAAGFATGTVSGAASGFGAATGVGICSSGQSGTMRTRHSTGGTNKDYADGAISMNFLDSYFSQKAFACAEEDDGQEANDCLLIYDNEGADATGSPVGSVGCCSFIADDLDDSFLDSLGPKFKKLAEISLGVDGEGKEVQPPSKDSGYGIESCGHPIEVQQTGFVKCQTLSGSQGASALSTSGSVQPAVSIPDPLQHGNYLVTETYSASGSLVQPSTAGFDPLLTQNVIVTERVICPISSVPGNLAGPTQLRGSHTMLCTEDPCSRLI
# Active calls of the source: *.
Wnt bcat act,V-ATPase pHluor,Pemphigus Ab inh,smiles
-4,0,95,CC1C=CC(C)C(C(=O)c2ccccc2)C1C(=O)c1ccccc1 (configuration not stated)
-2,-2,108,COc1ccccc1CN1CC(C(=O)NCC2(O)CCCCC2)CCC1=O (configuration not stated)
-2,1,102,COc1cccc(C2=CC(=O)CC(C)(C)C2=O)c1
-2,3,98,O=C1NC(Cc2ccc(O)cc2)c2nc3cc(F)ccc3c(=O)n2-c2ncccc21 (configuration not stated)
2,1,105,C[C@@H]1CNC(=O)c2c(C(=O)N[C@H](C)c3ccccc3)ncn21
-4,0,103,CCc1ncc(CO)n1Cc1cccc2ccccc12
-6,0,101,CCCCCCc1nc2nc(Cl)c(Cl)nc2[nH]1
13,-4,101,Cc1[nH]ccc2cc3nc4ccccc4c3cc12
-2,10,99,Clc1ccc(C(c2cccs2)N2CCNCC2)cc1 (configuration not stated)
-3,-1,103,C[C@H](O)[C@@H]1CN2CCc3c([nH]c4ccc(-c5ccc6c(c5)OCO6)cc34)[C@@H]2C[C@@H]1N(C)C(=O)Nc1cc(Cl)cc(Cl)c1
-4,-1,102,CCOC(=O)C1C(=O)CC(=O)C(C(=O)OCC)C1c1ccc(O)cc1 (configuration not stated)
-2,-2,107,CC(C)CN(C(=O)COC(=O)c1cccs1)c1c(N)n(Cc2ccccc2)c(=O)[nH]c1=O
0,-1,110,CSc1ncnc2c1ncn2CCCN(C)Cc1ccco1
-5,1,102,CNS(=O)(=O)c1ccc2c(c1)[nH]c(=S)n2C
0,-1,96,Cc1cc(C)cc(NC(=O)C2CCCCN2S(=O)(=O)c2ccccc2)c1 (configuration not stated)
7,1,151,CCN1C(=O)C(=CC=CN(C)c2ccccc2)SC1=S
-8,0,98,Cc1ccccc1NC(=O)Cc1nc(COC(=O)CSc2ccc(F)cc2)cs1
-2,0,115,C[C@H](CO)N1C[C@H](C)[C@@H](CN(C)C(=O)Nc2ccc(N3CCN(C)CC3)cc2)OCc2cnnn2CCCC1=O
-5,-4,111,Cc1cn([C@H]2C[C@H](O)[C@@H](CNCc3cnc(N4CCOCC4)nc3)O2)c(=O)[nH]c1=O
2,-2,108,O=C(NC1CC1)c1ccccc1
-2,1,101,O=C1CC(=O)Nc2ccccc2N1
-1,0,110,C[C@@H]1CN([C@@H](C)CO)C(=O)CCCn2nncc2CO[C@H]1CN(C)C(=O)Nc1ccccc1C(F)(F)F
-3,0,101,COc1cc(N(C(C)=O)c2ccc(O)cc2)c2ncccc2c1
-1,-1,99,CC1(C)CC(=O)C=C(c2n[nH]nc2-c2ccc(F)c(F)c2)C1
0,-1,103,CC(C)CC1C(=O)N(Cc2cn(CCC3OCCO3)nn2)CCS(=O)(=O)N1Cc1ccc(-c2ccncc2)cc1 (configuration not stated)

# Filtered by structure, the compounds so far with a halogen (7)
Wnt bcat act,V-ATPase pHluor,Pemphigus Ab inh,smiles
-2,3,98,O=C1NC(Cc2ccc(O)cc2)c2nc3cc(F)ccc3c(=O)n2-c2ncccc21 (configuration not stated)
-6,0,101,CCCCCCc1nc2nc(Cl)c(Cl)nc2[nH]1
-2,10,99,Clc1ccc(C(c2cccs2)N2CCNCC2)cc1 (configuration not stated)
-3,-1,103,C[C@H](O)[C@@H]1CN2CCc3c([nH]c4ccc(-c5ccc6c(c5)OCO6)cc34)[C@@H]2C[C@@H]1N(C)C(=O)Nc1cc(Cl)cc(Cl)c1
-8,0,98,Cc1ccccc1NC(=O)Cc1nc(COC(=O)CSc2ccc(F)cc2)cs1
-1,0,110,C[C@@H]1CN([C@@H](C)CO)C(=O)CCCn2nncc2CO[C@H]1CN(C)C(=O)Nc1ccccc1C(F)(F)F
-1,-1,99,CC1(C)CC(=O)C=C(c2n[nH]nc2-c2ccc(F)c(F)c2)C1

# New compounds follow:
Wnt bcat act,V-ATPase pHluor,Pemphigus Ab inh,smiles
-8,-1,102,C[C@@H]1CN([C@@H](C)CO)C(=O)CCCn2nncc2CO[C@H]1CN(C)C(=O)Nc1cccc(Oc2ccccn2)c1
-4,0,104,O=C(NCCc1cn2cccnc2n1)C1CCC(=O)N(Cc2ccccc2F)C1 (configuration not stated)
0,-5,107,Cc1ccc(-n2ncc3c(=O)n(-c4cccc(C)c4)c(=O)[nH]c32)cc1
-3,1,103,COc1ccc(S(=O)(=O)N(C)[C@H]2C[C@H]3c4cc(Oc5ccccc5C)ccc4CCN3C(=O)[C@H]2[C@H](C)O)cc1
0,-2,106,C[C@@H]1Cn2cnc(C(=O)NCc3ccc(CNC(=O)OC(C)(C)C)cc3)c2C(=O)N1
2,-1,99,Cc1ccc(-c2cc(C(=O)NCC3(N(C)C)CCCCC3)c3ccccc3n2)o1
-2,-1,104,COc1ccc(NC(=O)N(C)C[C@H]2Oc3ncc(Br)cc3C(=O)N([C@H](C)CO)C[C@@H]2C)cc1
-3,1,108,CC(C)C1C(=O)N(Cc2cn(CC3CCCCC3)nn2)CCS(=O)(=O)N1Cc1ccc(-c2ccccc2)cc1 (configuration not stated)
3,0,108,Cc1nc2cc3c(=O)n(C)cnc3cc2n1Cc1ccccc1
-1,-2,103,CSC1=NN(c2ccccc2)CN(c2ccccc2)N1C
-1,1,103,NNC(=O)c1nc2ccccc2s1
0,-3,99,C[C@H]1CN([C@@H](C)CO)S(=O)(=O)c2ccc(Br)cc2O[C@@H]1CN(C)C(=O)Cc1ccccc1
2,5,104,CCOC(=O)c1oc2ccccc2c1COC(=O)CNC(=O)c1ccccc1F
-22,-1,107,Nc1ccc(S(=O)(=O)c2ccc(N3CCOCC3)c(N)c2)cc1
-1,-1,100,Cc1ccc(OCC(=O)OCC(=O)NC2CCCCCC2)cc1C
-23,1,106,COc1ccc(-c2c(C)nn3c(C(F)(F)F)cc(C)nc23)cc1
-1,2,110,Nc1ccn([C@@H]2O[C@H](CNCc3cnc(N4CCOCC4)nc3)[C@@H](O)[C@H]2O)c(=O)n1
1,-1,120,Cc1cc(OCC(=O)Nc2c(C(C)C)cccc2C(C)C)no1
-1,3,101,CCCCn1c(N)c(N(CC(C)C)C(=O)CC(NC(=O)c2ccccc2Cl)c2ccccc2)c(=O)[nH]c1=O (configuration not stated)
-2,4,105,Cc1ccc(NC(=S)/C(C#N)=C2/Nc3ccccc3S2)cc1
1,3,108,CC(C)(C)OC(=O)NCCCCCNC(=O)c1ncn2c1c(=O)[nH]c1ccccc12
13,-1,103,Clc1ccc(-c2nc(CSc3ccccn3)cs2)cc1
-2,0,117,COc1ccc(S(=O)(=O)Nc2ccc3c(c2)C(=O)N([C@H](C)CO)C[C@H](C)[C@@H](CN(C)Cc2ccncc2)OCCCC[C@@H](C)O3)cc1
-1,-1,102,CCCCCC(=O)N1C[C@@H](O)[C@H](n2cc(-c3ccc(F)cc3)nn2)C[C@@H]1c1ccccc1
-1,0,106,Cc1c(-c2ccccc2)n(O)c(-c2ccc(N(C)C)cc2)[n+]1[O-]
-3,-1,104,Cc1ccc(CN2CCC[C@]3(N[C@H](c4ccc(C(F)(F)F)cc4)[C@@H]4C(=O)N(C)C(=O)[C@@H]43)C2=O)cc1
-5,-1,104,CCOc1ccccc1NCN1C(=O)c2ccccc2C1=O
-1,-1,99,COCCN(C(=O)COC(=O)C1CC(=O)N(c2ccc(C)cc2)C1)c1c(N)n(Cc2ccccc2)c(=O)[nH]c1=O (configuration not stated)
-2,1,108,CCC[C@H]1CN(c2ccc(Br)cc2)C(=O)[C@@H]1CC(=O)Nc1ccc(OC)cc1
1,-2,108,COc1ccc(NC(=O)COc2ccccc2C(N)=O)cc1S(=O)(=O)N1CCCCC1
-4,-1,108,O=C(NCc1ccc(F)cc1)N1[C@H]2CC[C@@H]1C=C(c1ccc(F)cc1OCc1ccccc1)C2
0,0,105,O=C(Cc1c(Cl)cccc1Cl)OCC(=O)c1ccc[nH]1
-3,-1,109,Cc1ccc(S(=O)(=O)N2C[C@]3(O)C[C@@H]4C(=O)N(c5ccccc5)C(=O)[C@@H]4C[C@]3(OC(=O)Nc3c(C)noc3C)C2)cc1
11,1,101,O=C(NC(=S)Nc1cc(Cl)ccc1Cl)c1ccco1
-1,-3,101,C[C@H](O)[C@@H]1CN2CCc3c([nH]c4ccccc34)[C@@H]2C[C@@H]1N(C)Cc1cc(Cl)cc(Cl)c1
-3,1,106,COc1ccccc1CNC(=O)C(=O)NCC1CCCN1S(=O)(=O)c1cc(C)ccc1C (configuration not stated)
-5,-1,105,CCOC(=O)c1c(C)[nH]c(/C(C)=N/NC(=O)c2cccnc2)c1C
-2,0,106,CCCCCC(=O)N1C[C@@H](O)[C@H](n2cc(C3CC3)nn2)C[C@@H]1c1ccc(Cl)cc1
-2,1,103,C/C=C/c1cnc2c(c1)C(=O)N([C@@H](C)CO)C[C@H](C)[C@@H](CN(C)S(=O)(=O)c1ccc(C)cc1)O2
-3,3,99,CCOc1ccc(C(=O)CCC(=O)NN2CCCCC2)cc1
-7,2,101,CC1C(=O)N(Cc2cn(CC3CCCCC3)nn2)CCS(=O)(=O)N1Cc1ccc(-c2cccc(N(C)C)c2)cc1 (configuration not stated)
-1,-1,100,CC(=O)c1ccc(N2CCN(C(=O)CNC(=O)c3ccc(Br)o3)CC2)cc1
12,-3,104,O=C1C=C(N2CCOCC2)c2cccc3cccc1c23
-3,-1,107,C[C@H](O)C#Cc1cnc2c(c1)C(=O)N([C@H](C)CO)C[C@@H](C)[C@@H](CN(C)Cc1ccc(-c3ccccc3)cc1)O2
1,-2,110,CC(=O)Nc1cccc(NC(=O)NC2CC(=O)N(c3ccc4c(c3)OCCO4)C2)c1 (configuration not stated)
-2,2,105,COc1ccc(NC(=O)Cc2csc(NC(=O)Nc3ccccc3OC)n2)cc1
-1,-3,102,CC(=O)NC(=Cc1ccccc1)C(=O)N1CCCC1C(=O)O (configuration not stated)
-2,3,97,O=c1[nH]c(CN2CCCCC2)ccc1O
-2,-4,99,Cc1ccc(-n2c(SCC(=O)NC3CCS(=O)(=O)C3)nc3ccccc3c2=O)c(C)c1 (configuration not stated)
-7,-1,96,Cc1ccccc1NC(=O)Cc1nc(COC(=O)/C=C/c2ccc(F)cc2)cs1

# 6 structures out of the list, arranged by heavy-atom count, rising.
Wnt bcat act,V-ATPase pHluor,Pemphigus Ab inh,smiles
-3,3,99,CCOc1ccc(C(=O)CCC(=O)NN2CCCCC2)cc1
-5,-1,105,CCOC(=O)c1c(C)[nH]c(/C(C)=N/NC(=O)c2cccnc2)c1C
-1,-1,100,CC(=O)c1ccc(N2CCN(C(=O)CNC(=O)c3ccc(Br)o3)CC2)cc1
-2,1,108,CCC[C@H]1CN(c2ccc(Br)cc2)C(=O)[C@@H]1CC(=O)Nc1ccc(OC)cc1
-3,1,106,COc1ccccc1CNC(=O)C(=O)NCC1CCCN1S(=O)(=O)c1cc(C)ccc1C (configuration not stated)
-3,-1,109,Cc1ccc(S(=O)(=O)N2C[C@]3(O)C[C@@H]4C(=O)N(c5ccccc5)C(=O)[C@@H]4C[C@]3(OC(=O)Nc3c(C)noc3C)C2)cc1

# Next entries
Wnt bcat act,V-ATPase pHluor,Pemphigus Ab inh,smiles
2,-16,97,Cc1ccc(S(=O)ONc2cccc(NOS(=O)c3ccc(C)cc3)c2)cc1 (configuration not stated)
-1,1,110,Cc1ccc(CN(C)C[C@@H]2OCc3cnnn3CCCC(=O)N([C@@H](C)CO)C[C@H]2C)cc1
0,1,100,CN(C(=O)COC(=O)CSc1ccccc1)c1c(N)n(Cc2ccccc2)c(=O)[nH]c1=O
-1,-1,109,COc1ccc(NC(=O)C[C@H]2C(=O)N(CCc3ccccc3)C[C@@H]2c2ccc(OC)cc2)cc1
3,0,109,N#Cc1cnc(=S)n(-c2cc(C(F)(F)F)cc(C(F)(F)F)c2)c1N
-1,-2,102,COc1cccc(C(=O)N2CCN(Cc3nc(-c4ccoc4)oc3C)CC2)c1
0,2,111,Cc1ccccc1SCC(=O)NCC1(N2CCCCC2)CCCCC1
-2,2,102,C[C@H]1CN([C@@H](C)CO)C(=O)CCCn2nncc2CO[C@@H]1CN(C)Cc1cccc(O)c1
8,1,112,COc1ccc(C#CC2=CC(=O)CC(C)(C)C2)cc1
-6,-2,99,CCc1ccc(/C=C2\SC(=S)N(CCCC(=O)N3CCN(C)CC3)C2=O)cc1
-2,-1,103,CCCN(CC(=O)Nc1ccccc1OC)C(=O)CN1C(=O)NC(C)(C)C1=O
-6,-2,104,CC#CCOCC1CN(C)C(=O)O1 (configuration not stated)
2,0,105,COc1ccccc1C(=O)C1CCCN(C(=O)c2ccc(Cl)cc2)C1 (configuration not stated)
-1,-3,101,COc1cccc(Nc2nc3cc(C)ccc3cc2C)c1
-1,-2,103,C[C@@H]1CN([C@H](C)CO)S(=O)(=O)c2ccc(-c3ccc(C(=O)N(C)C)cc3)cc2O[C@H]1CN(C)C(=O)Cc1ccccn1
-11,1,104,CC(C)Oc1ccc(S(=O)(=O)N2CCCCC2)cc1NC(=O)C1=NN(c2ccccc2)C(=O)CC1
-2,0,101,CCCCn1c(N)c(N(CCC(C)C)C(=O)c2c(CC)noc2C)c(=O)[nH]c1=O
-1,2,103,COc1cc(C(=O)Nc2ccc(C(=O)c3ccncc3)cc2)cc(OC)c1OC
-1,0,105,C#CCN(C[C@H]1[C@H](OC(=O)NCc2ccco2)[C@H](OC(=O)NCc2ccco2)C[C@H]2C(=O)N(c3ccccc3)C(=O)[C@@H]12)S(=O)(=O)c1ccc(C)cc1
3,-1,100,O=C(NCc1ccccc1OC(F)(F)F)C1CCC(=O)N(CCCN2CCOCC2)C1 (configuration not stated)
-2,-1,104,CCOC(=O)C1=C(C)NC(C)=C(C(=O)OCC)C1c1ccc(OC)c(OC)c1
-1,-2,100,COc1ccccc1N1CCN(CCS(=O)(=O)c2cc(Cl)ccc2Cl)CC1

# Source: PubChem BioAssay

# An excerpt, so the mix of outcomes need not match the whole.
